# From PubChem
# Arr AP2 block = inhibitors of human beta-arrestin and AP2 interaction; FITC-arrestin peptide / GST-AP2 beads, flow cytometry; AP2 beta2 appendage carries R879A mutation; inhibition, % at 10 µM; 340,000 tested, 0.31% active; AID 504490;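 active = inhibition above a set limit, near 3 SD of compounds lacking own fluorescence, cut at about 54% in these data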;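 also: plate controls were DMSO wells for no effect and 5 µM unlabelled arrestin peptide for full effect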
#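 Material – AP2 appendage R879A on GSH beads · Buffer or medium – PBS with 0.05% Tween 20 and 0.1% BSA · Probe or stimulus – fluorescein-tagged arrestin peptide at 50 nM final · Incubation – compound with beads 12 min RT, then probe 1 h RT · Detection – high-throughput flow cytometry of beads, ex 488, em 535 nm · Evaluation – percent response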
# Pemphigus Ab inh = blocks pemphigus antibody binding to human desmoglein-3 | AID 588358 | 310,000 tested, 0.48% active | binding (percent of control), % at 10 µM | DSG3-coupled beads, scFv-anti-DSG3-GFP binding, flow cytometry; hits give low values;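 active = binding more than 3 SD below its plate's average and above zero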;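 also: hits lower antibody fragment binding to DSG3; some compounds called inactive have numbers as strong as hits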
# cardiac RTF act = increases calcium sensitivity of human cardiac regulated thin filaments; P19429+P45379; IANBD-labeled TnC RTF fluorescence at EC20 calcium; 0% EC20 calcium, 100% full calcium; activation, % at 7.2 µM; 340,000 tested, 0.24% active; AID 493008;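 active = activation above the mean over all tested compounds plus 3 SD, cut at about 30% in these data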;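 also: rise in fluorescence read as greater calcium sensitivity of cardiac thin filaments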
# Keap1-Nrf2 PPI = Keap1-Nrf2 (human) interaction inhibition; Keap1 Kelch-Nrf2 peptide fluorescence polarization, 1536-well; inhibition, % at 9.4 µM; 340,000 tested, 0.15% active; AID 504523; in the data active = inhibition above about 12%;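 also: human Keap1 Kelch domain with fluorescein labeled Nrf2 9mer peptide probe; 0% = neutral control wells and 100% = peptide positive control; higher means more block of Keap1 binding to Nrf2 peptide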
# C-LANA FP = inhibitors of KSHV LANA C-terminal domain DNA binding. MBP-C-LANA/FAM-LBS DNA binding, fluorescence polarization. inhibition, % at 9 µM. 340,000 tested, 0.078% active;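 active = highest replicate inhibition at or above 60% at 9 µM, even if other replicates fall short; inactive = all replicates below 60% inhibition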;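 also: 0% = neutral control wells and 100% = 4 µM acridine orange control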
# V-ATPase pHluor = alters yeast V-ATPase proton transport. S. cerevisiae, pHLuorin cytosolic pH fluorescence. response, % at 10 µM. 350,000 tested, 0.37% active; in the data active = response mostly above about 7.3%, no sharp cut-off; inactive = mostly below about 5.4%; also: actives read high; inactives centre near 0; some compounds called inactive have numbers as strong as hits; reference of the scale not given here
# OPRM1-OPRD1 ag = agonists of human mu-delta opioid receptor heterodimerization; AID 504326; 340,000 tested, 0.3% active; P35372+P41143; activation, % at 9.3 µM; cells, OPRM1-OPRD1 heterodimerization, luminescence; in the data active = activation above about 18%;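 also: 0% = vehicle-treated cells and 100% = reference agonist; values of inactives mirror those of a sister screen read the other way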
# Target sequence (P35372 whole entry, looked up): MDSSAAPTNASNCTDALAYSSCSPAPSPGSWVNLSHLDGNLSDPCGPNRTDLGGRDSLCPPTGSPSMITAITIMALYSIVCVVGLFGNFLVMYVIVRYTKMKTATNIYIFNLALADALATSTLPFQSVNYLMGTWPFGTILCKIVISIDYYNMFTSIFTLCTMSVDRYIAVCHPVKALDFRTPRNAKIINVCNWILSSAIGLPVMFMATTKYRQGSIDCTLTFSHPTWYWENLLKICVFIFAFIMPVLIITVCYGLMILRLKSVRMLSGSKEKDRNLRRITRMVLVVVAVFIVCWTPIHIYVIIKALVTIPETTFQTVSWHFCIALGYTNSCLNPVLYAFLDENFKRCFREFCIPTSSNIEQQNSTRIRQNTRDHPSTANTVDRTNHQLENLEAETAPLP
# Target sequence (P41143 whole entry, looked up): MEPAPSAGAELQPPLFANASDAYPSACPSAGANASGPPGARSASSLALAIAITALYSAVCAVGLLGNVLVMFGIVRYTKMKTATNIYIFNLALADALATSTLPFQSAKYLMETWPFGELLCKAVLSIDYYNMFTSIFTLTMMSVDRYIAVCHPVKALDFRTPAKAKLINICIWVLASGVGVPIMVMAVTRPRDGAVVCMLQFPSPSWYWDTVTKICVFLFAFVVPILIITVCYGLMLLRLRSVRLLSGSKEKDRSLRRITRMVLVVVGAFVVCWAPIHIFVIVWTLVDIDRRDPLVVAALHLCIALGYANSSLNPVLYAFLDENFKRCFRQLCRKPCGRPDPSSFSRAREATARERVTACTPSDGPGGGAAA
# Cardiac RTF inh = cardiac RTF calcium desensitization; 340,000 tested, 0.12% active; IANBD-labeled cardiac RTF, Ca2+ fluorescence; P19429+P45379; AID 493244; inhibition, % at 7.15 µM;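 active = inhibition above the mean inhibition of all tested compounds plus 3 SD, cut at about 17% in these data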;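 also: assay run at fixed EC70 calcium of 1.6 mM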
# OPRM1-OPRD1 inv = mu-delta opioid heterodimer inverse agonism; 340,000 tested, 0.21% active; cell-based MOR-DOR heterodimer luminescence; inhibition, % at 9.3 µM; in the data active = inhibition above about 22%, passing the limit was not always enough;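 also: 0% = cells with DMSO and 100% = wells without cells with DMSO; values of inactives mirror those of a sister screen read the other way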
# Wnt act = activates Wnt/beta-catenin signaling in a reporter cell assay; activator, plate reader; activation, % at 9.35 µM; 300,000 tested, 1.2% active; in the data active = activation above about 30%, passing the limit was not always enough;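 also: 0% = neutral control wells and 100% = positive control wells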
# The depositor's hits bear a star; i = inactive; · = no result given.
Compound	Arr AP2 block	Pemphigus Ab inh	cardiac RTF act	Keap1-Nrf2 PPI	C-LANA FP	V-ATPase pHluor	OPRM1-OPRD1 ag	Cardiac RTF inh	OPRM1-OPRD1 inv	Wnt act
CN(CC(=O)N1CCN(Cc2ccccc2)CC1)S(=O)(=O)c1ccc(F)cc1	-19.9	111.0	-2.7	0.1	-1.2	0.4	-0.3	-0.4	2.0	1.0
Cc1ccc(C)c(C(=O)CSc2nc(C)cc(=O)[nH]2)c1	-26.3	115.5	0.0	-0.7	0.5	1.5	-2.1	-9.6	10.3	-0.5
CSc1nc2ccc(NS(=O)(=O)c3ccccc3F)cc2s1	-13.2	98.7	-2.3	5.5	-1.1	-1.6	-2.1	-5.8	12.7	-0.9
CC(=O)N1CCc2cc(NS(=O)(=O)c3cccs3)ccc21	1.2	111.6	-13.3	-4.5	-0.6	-2.7	0.6	-12.5	-3.2	3.7
CNC(=O)c1ccc(CNC(=O)OCC(F)(F)F)cc1	10.5	98.2	1.5	-4.9	0.7	2.5	-1.8	-5.3	9.5	-1.5
CC(=O)C(C(C)=O)c1cc(NS(=O)(=O)c2ccccc2)ccc1NS(=O)(=O)c1ccccc1	0.7	106.7	-2.6	8.0	0.1	-1.8	-0.9	-0.7	4.8	-2.0
CCCCCC(=O)NNC1=NCC(Cc2cccc(Cl)c2)S1 (centres undefined)	1.4	102.1	6.1	6.7	-0.1	-1.4	-0.6	-14.2	2.9	-0.7
Cc1ccc(CNC(=O)CCS(=O)(=O)c2ccc(Cl)cc2)cc1	2.5	106.2	0.7	-1.6	0.1	1.9	0.1	-3.1	-0.7	·
O=C(Nc1cc(S(=O)(=O)N2CCOCC2)ccc1N1CCCC1)c1cnccn1	-8.8	121.4	-2.7	1.8	-0.5	-4.1	-1.1	5.4	6.0	·
O=C(CCNC(=O)c1ccco1)Nc1ccc(OC(F)(F)F)cc1	30.9	94.5	-0.7	4.6	1.7	2.0	-1.7	-3.3	11.0	-2.6
CCOC(=O)c1ccc(NC(=O)C2(c3ccc(Cl)cc3)CCCC2)cc1	-6.8	112.0	6.5	0.7	1.0	-2.0	4.1	8.1	-23.7	·
COCCn1c(SCC(=O)NCC(c2ccccc2)N(C)C)nc2sc3c(c2c1=O)CCC3 (centres undefined)	-5.2	109.0	-2.4	-3.1	3.6	2.4	4.6	-4.9	-18.1	1.0
Cc1ccccc1-n1c(SCC(=O)N(C)C2CCS(=O)(=O)C2)nc2ccccc2c1=O (centres undefined)	-4.4	103.7	-2.0	1.6	2.6	-1.1	-1.3	-6.6	6.1	-1.5
CCC(=O)Nc1ccc(NC(=O)c2ccc3ccccc3c2)cc1	-4.8	97.3	0.9	-5.2	0.3	-0.5	-2.4	1.2	11.6	2.7
CCOC(=O)c1c(NC(=O)Cn2cnc3sc(C)c(-c4ccccc4)c3c2=O)sc(C)c1C	-8.8	134.8	-0.9	-3.2	-0.1	·	-0.2	-11.3	1.3	0.2
O=C(Nc1ccccc1)c1cccc2c(Br)cccc12	-5.0	111.5	-5.5	0.9	-2.6	-0.8	1.0	7.3	-4.7	-0.6
COCCNC(=O)c1cc2c3ccccc3n(C)c2s1	-8.8	103.5	-1.4	-4.1	-1.2	-4.1	-0.5	-3.0	2.2	-1.4
CCOC(=O)C1(Cc2cccc(Cl)c2)CCCN(C(=O)CCNC(C)=O)C1 (centres undefined)	14.8	118.9	7.4	9.4	3.3	-0.9	-2.3	-1.9	12.7	1.1
N#CC1(NC(=O)COC(=O)C2=COCCO2)CCCCC1	-8.5	150.9	8.4	194.2*	·	4.1	-2.8	-184.9	14.6	-1.0
COc1ccc(C(=O)Nc2oc(-c3ccccc3)c(-c3ccccc3)c2C#N)cc1OC	13.8	101.7	-4.8	-3.9	-1.8	-5.0	-2.6	0.1	15.1	·
COc1ccc(CCNC(=O)c2nnc(CS(=O)(=O)c3ccccc3)o2)cc1OC	26.5	110.7	-0.4	-0.8	-0.1	0.0	-0.5	-3.1	2.5	3.1
CC(CNC(=O)COC(=O)c1cccnc1Cl)c1ccccc1 (centres undefined)	31.2	105.8	0.1	-3.0	2.5	1.3	-0.5	2.2	3.4	2.3
Nc1ccc(S(=O)(=O)Nc2ccc(Cl)nn2)cc1	41.7	88.5	-2.8	-0.8	1.3	-0.2	-2.6	-9.5	13.1	-1.9
N#CCSCC(=O)Nc1ccc(F)cc1	-3.2	82.1	-2.1	0.7	-0.6	-1.4	-0.7	3.3	3.6	·
CCOC(=O)C(NC(=O)c1ccccc1)(Nc1cc(C)on1)C(F)(F)F (centres undefined)	-4.3	90.5	6.0	4.7	-0.7	-0.4	-2.2	-5.9	12.2	2.2
COc1ccc(CC(=O)NCc2nnc(SCC(=O)Nc3ncc(C)s3)n2C)cc1	4.3	i	1.0	-3.5	1.0	-3.1	-1.1	-15.2	5.4	0.0
Cc1ccc(N2CCN(S(=O)(=O)N3CCCCC3)CC2)c(C)c1	7.8	99.8	·	-0.8	-0.5	1.4	·	·	·	-0.8
Nc1nc(SCc2cccc(Br)c2)n[nH]1	-6.8	103.3	15.4	-7.1	-0.5	0.4	0.9	-3.1	-4.3	-0.9
COc1ccc(C)cc1NC(=O)CCC(=O)Nc1nnc(C(F)(F)F)s1	-4.5	97.5	-1.8	1.4	0.0	5.2	-1.3	-0.3	6.9	·
COc1ccc(CNC(=O)CNC(=O)c2ccc(C(C)(C)C)cc2)cc1OC	6.3	105.2	-2.5	-2.1	-1.8	-2.5	-2.2	0.0	9.9	0.1

# Continued (three carried over from the part before).
Compound	Arr AP2 block	Pemphigus Ab inh	cardiac RTF act	Keap1-Nrf2 PPI	C-LANA FP	V-ATPase pHluor	OPRM1-OPRD1 ag	Cardiac RTF inh	OPRM1-OPRD1 inv	Wnt act
Nc1nc(SCc2cccc(Br)c2)n[nH]1	-6.8	103.3	15.4	-7.1	-0.5	0.4	0.9	-3.1	-4.3	-0.9
COc1ccc(C)cc1NC(=O)CCC(=O)Nc1nnc(C(F)(F)F)s1	-4.5	97.5	-1.8	1.4	0.0	5.2	-1.3	-0.3	6.9	·
COc1ccc(CNC(=O)CNC(=O)c2ccc(C(C)(C)C)cc2)cc1OC	6.3	105.2	-2.5	-2.1	-1.8	-2.5	-2.2	0.0	9.9	0.1
CC(OC(=O)CCNS(=O)(=O)c1ccccc1)C(=O)Nc1ccc(S(=O)(=O)N2CCCCC2)cc1 (centres undefined)	-11.8	·	-2.1	0.2	-1.2	-9.2	-4.0	3.5	14.9	-5.3
CN(C(=O)COc1nnc(-c2cccs2)c(-c2cccs2)n1)c1ccccc1	-6.4	105.1	0.9	-4.4	-0.1	5.7	-1.4	-0.6	5.9	·
COC(=O)c1nnn(-c2ccc(Cl)c(Cl)c2)c1C(=O)OC	-3.0	·	5.4	-4.5	-1.6	-1.5	-2.4	3.2	10.7	29.4
O=C(CNC(=O)c1ccc(Br)cc1)Nc1ccc2c(c1)CCC2	54.5*	106.4	-6.6	0.2	0.9	0.7	6.0	-11.6	-23.3	0.5
O=C(CCS(=O)(=O)Cc1ccccc1)NCC1CCCO1 (centres undefined)	5.0	101.5	0.1	0.1	0.3	1.7	-0.2	-8.4	1.0	·
Cc1ccc(S(=O)(=O)/N=C(\c2ccccc2)N(C)S(=O)(=O)c2ccccc2)cc1	-0.8	102.4	7.2	-1.9	-1.5	4.0	-2.2	-3.0	12.4	-2.2
COc1cccc(-c2nc3ccccc3c(=O)o2)c1	9.7	95.1	2.3	4.2	-0.6	-3.2	-1.3	1.1	6.5	·
CCOc1cc(-n2cnnn2)c(OCC)cc1NC(=O)c1cnccn1	-11.3	107.2	3.4	-4.7	0.3	-4.9	-1.8	-2.5	10.7	·
CCOC(=O)c1ccc(NC2c3ccccc3C(=O)N2c2ccc(C)cn2)cc1 (centres undefined)	24.6	95.7	-1.1	-2.0	0.1	1.0	-1.2	-4.8	6.5	-0.8
CCc1nn(CC(=O)NCc2ccccc2Cl)c(=O)c2cccn12	-9.1	·	1.6	4.7	-0.8	-2.3	-1.1	-13.5	6.2	-1.6
COc1cccc(C(C(=O)NC2CCCC2)N(Cc2ccco2)C(=O)c2ccco2)c1OC (centres undefined)	4.7	104.4	12.2	-7.1	-0.3	1.8	-1.3	-6.6	7.2	-4.4
COc1ccc(C(C)=O)cc1CSc1nncn1C	1.0	101.3	4.9	-3.4	-2.1	0.0	-2.9	-2.8	14.7	0.4
Cc1cc(C)n(C(=O)CCNC(=O)c2ccccc2Cl)n1	-8.7	106.2	4.0	-7.0	-0.3	-0.4	-2.4	5.6	13.3	·
Nc1cc(N)nc(SCCOc2ccccc2)n1	4.0	115.2	0.7	-5.9	-0.9	-1.0	-0.1	-12.7	0.6	·
Cc1ccc(/C=C2\SC(=S)N(CCC(=O)Nc3ccc(O)cc3)C2=O)cc1	-8.2	156.3	-1.8	-2.9	-1.2	7.3	5.3	-5.0	-23.6	4.1
COc1ccc(NC(=O)Cn2nnc(C(=O)NCc3ccco3)c2N)c(OC)c1	10.9	97.1	0.9	-2.4	0.3	3.5	-1.9	-7.5	10.5	0.8
CCOC(=O)C1CCN(C(=O)c2ccc(OCC(=O)Nc3ccc(OCC)cc3)c(OC)c2)CC1	3.5	95.3	-4.8	4.9	0.7	-1.6	-0.6	2.9	3.7	0.4
Nc1ccccc1SC1CC(=O)N(c2ccc(Cl)c(Cl)c2)C1=O (centres undefined)	-19.6	87.7	-0.1	1.1	-0.9	-2.8	4.3	-3.0	-22.1	0.7
CCC1(c2ccccc2)NC(=O)N(CC(=O)Nc2ccc(S(=O)(=O)Nc3ncccn3)cc2)C1=O (centres undefined)	-1.5	115.1	-3.7	1.1	1.2	-0.6	-0.9	-10.9	5.6	-1.6
CC(C)Cc1nnc(NC(=O)CCC(=O)NC2CCCCCCC2)s1	23.5	100.9	-4.7	1.3	-0.3	-4.5	-3.0	0.7	15.0	-1.6
O=C(Nc1ccccc1)C1CC=CCC1C(=O)OCC1CCCO1 (centres undefined)	26.8	91.9	-4.0	2.8	1.5	1.2	-3.8	11.6	18.9	2.8

# Entries above shown as hits in Arr AP2 block.
compound | Arr AP2 block | Pemphigus Ab inh | cardiac RTF act | Keap1-Nrf2 PPI | C-LANA FP | V-ATPase pHluor | OPRM1-OPRD1 ag | OPRM1-OPRD1 inv | Wnt act
O=C(CNC(=O)c1ccc(Br)cc1)Nc1ccc2c(c1)CCC2 | 54.5* | 106.4 | -6.6 | 0.2 | 0.9 | 0.7 | 6.0 | -23.3 | 0.5

# Part of the list above, field by field.
> CN(C(=O)COc1nnc(-c2cccs2)c(-c2cccs2)n1)c1ccccc1
  Arr AP2 block = -6.4
  Pemphigus Ab inh = 105.1
  cardiac RTF act = 0.9
  Keap1-Nrf2 PPI = -4.4
  C-LANA FP = -0.1
  V-ATPase pHluor = 5.7
  OPRM1-OPRD1 ag = -1.4
  Cardiac RTF inh = -0.6
  OPRM1-OPRD1 inv = 5.9
  Wnt act = ·

> COC(=O)c1nnn(-c2ccc(Cl)c(Cl)c2)c1C(=O)OC
  Arr AP2 block = -3.0
  Pemphigus Ab inh = ·
  cardiac RTF act = 5.4
  Keap1-Nrf2 PPI = -4.5
  C-LANA FP = -1.6
  V-ATPase pHluor = -1.5
  OPRM1-OPRD1 ag = -2.4
  Cardiac RTF inh = 3.2
  OPRM1-OPRD1 inv = 10.7
  Wnt act = 29.4
